BoNT-F LC inh = BoNT F light chain protease inhibition; Multiplex microsphere protease cleavage assay, flow cytometry; inhibition, % at 10 µM; 0.22% of 360,000 active; in the data active means inhibition above about 35%, passing the limit was not always enough; inconclusive means no clear call, values can overlap the other calls; further: plate controls were buffer without enzyme for full effect and enzyme alone for no effect
BioA inh = BioA (M. tuberculosis) enzyme inhibition | 0.096% of 360,000 active | AID 602481 | inhibition, % at 9.99 µM | purified M. tuberculosis BioA enzyme, plate reader; in the data active means inhibition above about 40%; inconclusive means no clear call, values can overlap the other calls
PrPC TRFRET = reduces human prion protein on the cell surface; inhibition, % at 13.8 µM; AID 720596; P04156; 0.43% of 370,000 active; cell surface PrPC, TR-FRET read-out; in the data active means inhibition above about 24%; further: 0% = median of the test wells and 100% = reference compound wells
FBA Mtb inh = inhibits M. tuberculosis FBA enzyme | inhibition, % at 1 µM | AID 588726 | 2.3% of 360,000 active | purified M. tuberculosis FBA, fluorescence read-out | P9WQA3; in the data active means inhibition above about 27%;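 further: 0% = vehicle and 100% = reference inhibitor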
GDH-TPI counter = GDH-TPI coupled enzyme inhibition counter-screen; 1.2% of 360,000 active; GDH-TPI coupled enzyme counterscreen, NADH absorbance; inhibition, % at 4.8 µM; in the data active means inhibition above about 30%;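 further: 0% = DMSO wells and 100% = wells lacking the enzyme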
FadD28 FP inh = blocks FadD28 binding to the bisubstrate probe | fluorescence polarization | inhibition, % at 12.5 µM | 0.22% of 360,000 active | AID 588549; in the data active means inhibition above about 8.5%, passing the limit was not always enough; inconclusive means no clear call, values can overlap the other calls
MazF activator = increases E. coli MazEF RNase cleavage of RNA; FAM/BHQ RNA-DNA oligo cleavage fluorescence, 5 h; activation, % at 20 µM; P0AE70; 0.32% of 350,000 active; in the data active means activation above about 50%
Target sequence (P0AE70 whole entry, looked up): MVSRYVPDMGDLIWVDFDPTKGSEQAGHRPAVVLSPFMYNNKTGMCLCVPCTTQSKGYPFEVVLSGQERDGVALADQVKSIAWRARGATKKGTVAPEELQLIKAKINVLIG
Rv3671c inh = Rv3671c (M. tuberculosis) protease inhibition | P9WHR9 | inhibition, % at 5.96 µM | 0.048% of 320,000 active | AID 2606; in the data active means inhibition above about 38%;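 further: extracellular domain of Rv3671c used as enzyme; 0% = enzyme with DMSO and 100% = no enzyme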
Target sequence (P9WHR9 whole entry, looked up, the tested form may be a part): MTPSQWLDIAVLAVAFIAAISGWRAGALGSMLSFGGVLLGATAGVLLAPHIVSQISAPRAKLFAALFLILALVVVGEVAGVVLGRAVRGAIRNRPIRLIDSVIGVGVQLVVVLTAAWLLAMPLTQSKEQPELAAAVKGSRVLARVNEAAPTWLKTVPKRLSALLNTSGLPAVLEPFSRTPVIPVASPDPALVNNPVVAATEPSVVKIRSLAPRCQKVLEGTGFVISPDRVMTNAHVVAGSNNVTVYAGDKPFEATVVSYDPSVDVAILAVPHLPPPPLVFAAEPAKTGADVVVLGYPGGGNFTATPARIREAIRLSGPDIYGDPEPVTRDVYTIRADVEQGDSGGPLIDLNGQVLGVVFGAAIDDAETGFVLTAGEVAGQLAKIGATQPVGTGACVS
UGM FP inh = Mtb UDP-galactopyranose mutase inhibition; P9WIQ1; purified UGM, fluorescence polarization probe displacement; inhibition, % at 10 µM; 0.06% of 320,000 active; AID 504406; in the data active means inhibition above about 10%, passing the limit was not always enough; inconclusive means no clear call, values can overlap the other calls
Target sequence (P9WIQ1 whole entry, looked up): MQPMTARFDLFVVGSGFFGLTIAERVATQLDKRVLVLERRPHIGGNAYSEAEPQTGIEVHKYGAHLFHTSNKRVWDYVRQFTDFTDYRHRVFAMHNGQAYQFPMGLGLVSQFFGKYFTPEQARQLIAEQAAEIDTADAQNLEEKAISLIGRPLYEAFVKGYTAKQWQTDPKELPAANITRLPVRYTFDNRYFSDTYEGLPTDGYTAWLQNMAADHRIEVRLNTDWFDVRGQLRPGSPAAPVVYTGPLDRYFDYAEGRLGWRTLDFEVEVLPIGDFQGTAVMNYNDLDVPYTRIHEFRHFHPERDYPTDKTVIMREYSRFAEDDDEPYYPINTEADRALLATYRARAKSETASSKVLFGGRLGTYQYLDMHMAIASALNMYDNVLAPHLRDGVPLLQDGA
Starred values were filed as active, the others as inactive; ? = inconclusive; · = not tested or not shown; + = active, no number; & = joins results of further samples.

SMILES	BoNT-F LC inh	BioA inh	PrPC TRFRET	FBA Mtb inh	GDH-TPI counter	FadD28 FP inh	MazF activator	Rv3671c inh	UGM FP inh
COc1ccc(/C(=C/Nc2cccc(Br)c2)C(C)=O)cc1OC	2	·	-4	-3	29	-3.2	1	4	1.2
COCCn1c(SCC(=O)Nc2cc(C)on2)nnc1C(C)C	8	0.0	10	1	7	1.0	-1	-6	-1.9
Cc1cc(C)n2nc(SCc3ncc(-c4ccccc4)o3)nc2n1	-3	5.4	12	3	4	-0.5	3	-16	-0.1
CCOc1c(C)cnc2c1c(=O)n(Cc1ccccc1Cl)c(=O)n2C	-3	-0.9	6	0	-3	-2.2	9	-8	1.7
Nc1ccc2cccc(O)c2c1	-11	4.1	-6	2	11	-1.7	2	·	·
CCC(Sc1nc2ccc(N)cc2s1)C(=O)Nc1nccs1 (stereo not given)	-8	-3.7	6	0	8	-0.1	3	3	-3.3
CCOc1ncccc1C(=O)OCC(=O)Nc1ccc(C(N)=O)cc1	9	1.7	1	3	-4	-2.2	18	-1	-0.9
COc1ccc(C(CNC(=O)COc2cccc(C(F)(F)F)c2)N2CCCC2)cc1 (stereo not given)	3	-4.6	-10	8	-6	1.7	1	-5	-0.3
Cc1ccc(S(=O)(=O)N2CCN(C(=O)COC(=O)C3CC3C)CC2)c(C)c1 (stereo not given)	-9	-0.3	5	0	-12	-2.1	2	-1	2.9
COc1ccc(NC(=O)CN(C)CC(=O)Nc2cccc(S(=O)(=O)N(C)c3ccccc3)c2)cc1	-3	-0.7	5	-3	12	-3.3	5	0	-0.1
Cc1cc(NC(=O)c2c(F)cccc2Cl)no1	7	·	-3	-1	-7	-7.0	-1	4	0.0
Nn1c(SCc2cccc(Br)c2)nnc1-c1cccnc1	?	·	12	-1	0	-1.3	8	14	-1.8
Cc1ccc(CNC(=O)CN(C(=O)C2(C)CC(=O)N=C3C=CC=CN32)c2cccc(C)c2C)cc1 (stereo not given)	3	-0.7	-1	111*	1	·	10	-14	-0.8
CCOC(=O)C1CCN(c2c(NCCN3CCCCC3C)c(=O)c2=O)CC1 (stereo not given)	-7	0.1	3	-1	22	-1.2	5	-4	2.5
COCCn1c(=O)[nH]c2cc(C(=O)NCc3cccnc3)ccc2c1=O	-20	-2.6	17	12	3	-1.1	2	-2	3.6
CC(C)c1ccc(NC(=O)CCNS(=O)(=O)c2cccc3nonc23)cc1	-3	-0.7	-30	-8	2	-1.6	6	6	1.0
Cc1csc2nc(CNS(=O)(=O)c3ccc4c(c3)OCCO4)cn12	5	-1.2	-3	0	9	-2.0	6	1	0.2
CN(C(=O)CSc1nc(N)nn1-c1ccccc1)c1ccccc1	-2	0.0	-2	0	14	-3.6	3	-1	-0.5
CCN(c1ccccc1)S(=O)(=O)c1ccc(Cl)c(C(=O)NCc2ccco2)c1	8	0.7	0	2	3	0.0	5	2	-1.9
COc1ccccc1OCCNC(=O)c1c(-c2ccccc2Cl)noc1C	2	-1.4	5	1	-2	1.6	3	-9	-1.8

Part of the list above in order of SMILES length, smallest number first.
SMILES	BoNT-F LC inh	BioA inh	PrPC TRFRET	FBA Mtb inh	GDH-TPI counter	FadD28 FP inh	MazF activator	Rv3671c inh	UGM FP inh
CN(C(=O)CSc1nc(N)nn1-c1ccccc1)c1ccccc1	-2	0.0	-2	0	14	-3.6	3	-1	-0.5
Cc1cc(C)n2nc(SCc3ncc(-c4ccccc4)o3)nc2n1	-3	5.4	12	3	4	-0.5	3	-16	-0.1
COc1ccccc1OCCNC(=O)c1c(-c2ccccc2Cl)noc1C	2	-1.4	5	1	-2	1.6	3	-9	-1.8
CCOC(=O)C1CCN(c2c(NCCN3CCCCC3C)c(=O)c2=O)CC1 (stereo not given)	-7	0.1	3	-1	22	-1.2	5	-4	2.5

(list continues)
SMILES	BoNT-F LC inh	BioA inh	PrPC TRFRET	FBA Mtb inh	GDH-TPI counter	FadD28 FP inh	MazF activator	Rv3671c inh	UGM FP inh
COc1ccc(CN2CCNC(=O)C2CC(=O)NCCCn2cccn2)c(OC)c1 (stereo not given)	-3	·	-1	0	5	-1.7	-3	1	-1.9
Cc1ccccc1S(=O)(=O)N1C[C@H]2[C@H]3C(=O)N(c4ccccc4)C(=O)[C@H]3CC(=O)[C@H]2[C@@H]1c1ccc(Cl)cc1	-6	-3.4	1	-2	·	-4.6	·	·	·
CC(=O)Nc1cc(C(=O)N2CCCC2)ccc1Sc1ccc(Cl)cc1	-3	0.3	3	0	0	-3.8	-4	8	-1.7
Cc1ccc2nc(NNC(=O)c3ccc4c(c3)OCCO4)sc2c1	-11	0.5	-6	2	-7	0.4	12	7	2.4
CN(CCC1CCOCC1)Cc1nc(Cc2ccccc2F)no1	-2	0.5	2	7	-3	-1.8	8	-1	3.9
CCOCCC(=O)Nc1nnc(CCc2ccccc2)s1	·	-0.4	7	0	5	-3.4	-24	·	0.2
CCOc1ccc(-c2nc(C#N)c(NCC(C)C)o2)cc1	-9	-0.6	11	156*	18	0.2	-2	-10	0.0
Cc1ccc(S(=O)(=O)NCCC(c2ccc(F)cc2)c2ccco2)cc1 (stereo not given)	-4	·	3	0	-1	-2.0	-2	-17	-1.2
CC(C)(C)c1ccc(C(=O)NC(=S)Nn2cnnc2)cc1	0	2.2	-2	1	9	-4.2	-3	-3	0.0
Cc1cccc(C(=O)N2CCN(c3ccc(C(F)(F)F)cn3)CC2)c1C	-2	·	8	6	1	-1.4	7	3	1.3
O=C1NC[C@H](c2ccccc2)N(CCc2cccc(F)c2)C1=O	-7	2.0	-4	-1	-2	-4.5	-2	5	-1.9
CCn1c(CC(=O)Nc2ccccc2)nnc1SCC(=O)N1CCOCC1	-5	-1.9	-3	3	5	-1.7	5	1	4.8
CCC(C)(C)NC(=O)Cc1ccc(C)cc1	-1	·	1	0	0	-4.3	-3	-3	0.9
O=C(O)C(=Cc1ccccc1Cl)c1ccccc1	-14	0.6	·	3	·	-1.1	·	·	·
COc1ccc(NC(=O)c2cccs2)c([N+](=O)[O-])c1	-12	-0.8	-35	0	16	0.3	8	-1	2.7
C#CCN(C[C@@H]1[C@@H](OC(=O)Nc2c(C)noc2C)[C@@H](OC(=O)Nc2c(C)noc2C)Cn2c(=O)n(CCCCCC)c(=O)n21)S(=O)(=O)c1ccc(C)cc1	3	-2.0	-8	-2	12	-6.4	-26	·	·
CCCCCCCOc1ccc(C(=O)Nc2cccnc2)cc1	1	-1.5	-1	0	-7	-2.6	-1	-1	0.2
CSC1=NCCN1C(=O)c1c(-c2ccccc2Cl)noc1C	-6	-0.5	0	3	-3	-3.3	10	0	-0.6
CC(C)CC(NC(N)=O)C(=O)Nc1ccc(Oc2ccccc2)cc1 (stereo not given)	-5	·	-10	-1	1	-2.2	-3	-10	-6.4
CC(=O)Nc1ccc(CN2CCN(c3cccc(C(F)(F)F)c3)CC2)cc1	-3	0.2	8	-1	12	-1.0	9	-3	-1.0
O=S(=O)(c1ccc(=S)[nH]c1)N1CCN(Cc2ccccc2)CC1	-3	0.5	-5	0	9	-1.3	-5	0	0.5
COc1ccc([C@H]2N[C@]3(CCCN(Cc4ccc(Br)cc4)C3=O)[C@H]3C(=O)N(C)C(=O)[C@@H]23)cc1	2	0.2	1	-3	4	-4.8	4	·	·
CC(NC(=O)CC1SC(N)=NC1=O)c1ccccc1 (stereo not given)	-2	-1.5	-1	0	2	-2.9	1	-2	-0.6
CNC(=O)COc1cccc(C(=O)NCc2ccccc2)c1	-28	·	-3	-1	8	1.1	0	-14	-0.4
O=C(COC(=O)c1ccccc1Cl)NC1CCCCCC1	-5	0.6	-2	-2	-6	-0.5	1	-7	0.0
CN1CCN(C(=O)C2=C[C@@H](C3CCCCC3)C[C@@H](OCCCCO)O2)CC1	0	-1.7&-0.5	-4	-1	2	1.2	6	-3	-0.2
COc1ccc(-c2sc3cc4c(cc3c2C#Cc2ccc(N)cc2)OCO4)cc1	0	0.0	9	66*	26	-3.4	-5	7	-2.4
CC(C)Sc1nc2c(cnn2-c2ccccc2)c(=O)[nH]1	-1	0.4	5	5	10	-0.6	5	-3	0.8
CCCc1cc(=O)n2[nH]c(C)c(-c3ccc(OC)cc3)c2n1	?	0.8	-1	5	11	-0.2	1	0	-2.0
CCC(C(=O)NC(C)(C)C)N(C(=O)c1ccc(Cl)nc1)C1CCCC1 (stereo not given)	-4	-2.3	2	1	1	-1.7	-1	7	1.0
CCc1cccc(NC(=O)Nc2cccs2)c1	-1	-0.2	7	-4	3	-1.5	-5	8	-0.4
COCCn1c(=N)c(C(=O)NCc2ccco2)cc2c(=O)n3cc(C)ccc3nc21	2	0.2	-58	149*	5	-1.5	-60	5	2.1
CC1=C(C(=O)OCC2CCCO2)C(c2coc3ccccc3c2=O)C2=C(CC(C)(C)CC2=O)N1 (stereo not given)	-5	·	8	-2	6	-0.4	9	-8	1.5
O=S(Cc1ccc(Br)cc1)Cc1nnc(SCc2c(F)cccc2Cl)n1-c1ccccc1 (stereo not given)	1	·	11	-1	2	-3.5	6	-9	2.0
CN1C2CCC1CC(NC(=O)c1cccc(C(F)(F)F)c1)C2 (stereo not given)	-8	-0.3	10	4	-3	1.7	5	13	0.6
CCCOc1ccc(C(=O)NNC(=S)NC(=O)CC)cc1	1	·	-3	-1	-4	-3.4	-1	0	-4.5
N#Cc1cccc(C(c2nnnn2Cc2ccccc2)N2CCCC2)c1 (stereo not given)	-6	1.0	3	4	7	-0.5	11	-9	-0.5
CSc1c(C#N)c(N)nc2sc(C(=O)c3ccccc3)c(N)c12	?	-1.9	6	-2	46*	-2.3	-34	4	1.8
COC(=O)CN(c1ccccc1)S(=O)(=O)c1ccc(F)cc1	3	0.3	1	-1	-3	-4.5	-5	-4	3.3
CC(C)CCN1CCN(Cc2ccc3nsnc3c2)CC1CCO (stereo not given)	2	·	-21	-2	5	-0.3	3	12	-0.9

Two of the compounds above, with values under each structure:
Order of results – BoNT-F LC inh	BioA inh	PrPC TRFRET	FBA Mtb inh	GDH-TPI counter	FadD28 FP inh	MazF activator	Rv3671c inh	UGM FP inh
CC(NC(=O)CC1SC(N)=NC1=O)c1ccccc1 (stereo not given)
→ -2	-1.5	-1	0	2	-2.9	1	-2	-0.6
CNC(=O)COc1cccc(C(=O)NCc2ccccc2)c1
→ -28	·	-3	-1	8	1.1	0	-14	-0.4

Continued.
SMILES	BoNT-F LC inh	BioA inh	PrPC TRFRET	FBA Mtb inh	GDH-TPI counter	FadD28 FP inh	MazF activator	Rv3671c inh	UGM FP inh
COCCN(C(=O)CCc1nnc(Cc2c[nH]c3ccccc23)o1)C(C)C	?	-0.3	-5	-1	2	-0.7	0	3	-0.5
O=[N+]([O-])c1ccc(C=Nc2ccc(Cl)cc2Cl)s1	0	-0.1	-8	4	18	-1.0	4	-31	-2.0
COc1ccccc1NC(=O)CN(C)S(=O)(=O)c1ccc2c(c1)CCC(=O)N2	-1	3.1	10	1	23	-1.7	0	9	-0.4
Cc1c(NC(=O)CCc2ccc(S(=O)(=O)N3CCOCC3)cc2)c(=O)n(-c2ccccc2)n1C	-4	-2.7	-3	1	5	-2.2	8	·	·
CC(C)Nc1oc(-c2cccc3ccccc23)nc1C#N	-12	-1.0	4	+	22	3.9	3	9	0.4
COc1ccc2nc(SCC(=O)NC3CCCCC3)[nH]c2c1	-19	3.9	2	0	7	-0.4	6	-2	-2.0
CC(=O)N1CCN(c2ccccc2NC(=O)c2ccc(C#N)cc2F)CC1	0	·	-9	-7	-4	-3.4	2	-3	-3.3
CCOc1ccccc1N1CCN(C(=O)COc2ccc3c(C)cc(=O)oc3c2)CC1	-4	·	-1	8	2	-0.7	-1	5	-2.1
COc1ccc(S(=O)(=O)N2CCN(C(=O)CN3C(=O)NC(C)(c4ccc5ccccc5c4)C3=O)CC2)cc1 (stereo not given)	?	·	2	4	5	0.2	-1	1	2.9
O=C(NNC(=O)c1ccccc1OCc1ccccc1)c1ccccc1O	2	-2.4	4	9	8	-0.8	-2	·	1.3
COCC(=O)N(Cc1cc2ccccc2[nH]c1=O)c1ccc(OC)cc1	-3	-2.7	1	3	3	-2.6	8	-9	-0.4
Cc1c(NC(=O)Nc2cccs2)cccc1[N+](=O)[O-]	-1	·	7	-1	3	0.8	8	4	-0.3
CCOC(=O)c1ccccc1NC(=O)c1ccccc1N(C)S(C)(=O)=O	-2	·	-4	2	-2	-4.6	11	-6	-0.3
CN(C)CCCNS(=O)(=O)c1cc(Cl)ccc1Cl	-3	·	-1	-1	0	-0.1	-4	-7	1.6
O=C(CC(=O)c1c(F)cccc1Cl)c1ccccc1O	20	0.1	-9	10	33*	-0.5	-5	7	1.6
